F-actin modifier – modifiers of cytoskeleton assembly; AID 836; HUVEC TNFa F-actin phalloidin imaging, high content; actives 0.18% (n = 91,000); inhibition, % at 2 µM;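 active = inhibition above the batch mean plus 3 SD and confirmed as a hit by visual image inspection, cut at about 30% in these data, passing the limit was not always enough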; also: strong numbers were not always called active
LYP inh 2 – blocks human PTPN22 phosphatase activity. inhibition, % at 2 µM. AID 640. recombinant LYP catalytic domain, DiFMUP fluorescence. actives 0.21% (n = 96,000). Q9Y2R2;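 active = inhibition at 2 µM at or above a set limit, the screen mean plus 3 SD, cut at about 24% in these data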;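 also: 0% = DMSO with enzyme and 100% = enzyme fully blocked by orthovanadate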
ERa SRC1 inh – blocks coactivator binding to human estrogen receptor alpha. P03372. AID 629. actives 1.7% (n = 86,000). TR-FRET ER-alpha LBD / SRC-1 peptide, estradiol-bound. inhibition, % at 25.6 µM; in the data active = inhibition above about 50%;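 also: 0% = receptor plus peptide control and 100% = peptide only without receptor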
VCAM1 TNFa inh – reduces TNF alpha induced VCAM1 expression in HUVEC; HUVEC TNFa-induced VCAM-1 immunofluorescence, high-content imaging; inhibition, % at 2 µM; actives 0.48% (n = 95,000); AID 802;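 active = inhibition above the batch mean plus 3 SD, with images confirmed as a hit by eye, cut at about 37% in these data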;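 also: 0% = TNF-stimulated DMSO wells and 100% = unstimulated control wells; not every result past the cut was called active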
PTK2B oligo ant – blocks oligomerization of human Pyk2 in cells; z-score (the deposit names both 25 µM and 10 µM); actives 0.83% (n = 99,000); Q293 cells, Pyk2 FERM NanoBiT luminescence; hits give low values;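 active = Z-score of -3 or lower, scaled per plate to the spread of control and sample wells; inactive = z-score above -3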;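 also: negative z-score means lost luminescence so less FERM oligomerization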
Target sequence (Q14289 whole entry, looked up): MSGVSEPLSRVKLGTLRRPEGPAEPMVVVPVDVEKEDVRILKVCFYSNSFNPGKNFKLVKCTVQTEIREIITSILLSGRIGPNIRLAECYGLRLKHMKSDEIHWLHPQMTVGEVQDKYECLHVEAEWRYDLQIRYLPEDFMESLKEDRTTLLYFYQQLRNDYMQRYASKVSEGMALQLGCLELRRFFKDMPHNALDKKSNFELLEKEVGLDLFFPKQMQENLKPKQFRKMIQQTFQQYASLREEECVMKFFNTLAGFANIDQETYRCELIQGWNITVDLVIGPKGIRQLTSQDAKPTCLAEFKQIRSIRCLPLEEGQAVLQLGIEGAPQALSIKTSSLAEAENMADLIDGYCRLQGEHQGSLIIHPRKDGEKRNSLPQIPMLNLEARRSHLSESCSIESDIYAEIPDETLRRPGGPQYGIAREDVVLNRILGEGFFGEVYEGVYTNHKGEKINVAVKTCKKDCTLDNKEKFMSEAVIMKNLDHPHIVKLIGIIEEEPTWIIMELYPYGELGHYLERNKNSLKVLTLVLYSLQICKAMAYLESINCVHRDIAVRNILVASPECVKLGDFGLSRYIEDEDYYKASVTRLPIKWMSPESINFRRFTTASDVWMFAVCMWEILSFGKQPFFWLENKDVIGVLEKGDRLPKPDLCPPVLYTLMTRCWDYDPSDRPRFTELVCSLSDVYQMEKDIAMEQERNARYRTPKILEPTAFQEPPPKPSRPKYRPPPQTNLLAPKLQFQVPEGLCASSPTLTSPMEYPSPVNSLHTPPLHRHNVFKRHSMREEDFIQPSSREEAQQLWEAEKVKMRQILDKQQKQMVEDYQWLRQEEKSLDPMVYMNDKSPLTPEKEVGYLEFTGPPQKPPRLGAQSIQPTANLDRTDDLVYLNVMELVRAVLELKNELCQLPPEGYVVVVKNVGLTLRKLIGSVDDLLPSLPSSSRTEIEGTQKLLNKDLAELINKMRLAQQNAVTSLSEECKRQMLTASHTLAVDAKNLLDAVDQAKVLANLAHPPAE
TNFa cytotox – toxic to HUVEC cells under TNF alpha stimulation. HUVEC TNFalpha-stimulated, Hoechst cell count, imaging. cell count reduction, % at 2 µM. actives 0.17% (n = 93,000). AID 848;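 active = cell count reduction exceeding the screen mean by over 5 SD, scaled to untreated wells per plate, cut at about 78% in these data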;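 also: cells counted after 24 h of TNF alpha exposure following the 1 h pretreatment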
PTPN22 act – activators of human LYP (PTPN22) phosphatase. activation, % at 2 µM. actives 0.11% (n = 96,000). recombinant LYP, DiFMUP fluorescence; 0 = plate median, 100 = signal doubled. Q9Y2R2;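 active = activation at 2 µM above a set limit, the mean plus 5 SD, cut at about 37% in these data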
FAK inh – blocks human focal adhesion kinase activity | biochemical FAK kinase activity assay | actives 0.84% (n = 97,000) | inhibition, %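 (tested at 7 µM)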 | Q05397; in the data active = inhibition above about 19%;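 also: 0% = DMSO and 100% = reference compound high control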
HUVEC tox IL1B – HUVEC cytotoxicity counter-screen, IL-1B stimulated; AID 845; HUVEC cell count loss, Hoechst imaging; cell count reduction, % at 2 µM; actives 0.41% (n = 94,000);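 active = cell count reduction more than 3 SD above the screen-wide mean, cut at about 70% in these data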;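 also: normalized per plate to untreated control cells as the no-loss baseline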
An asterisk follows results filed as active; nt = not tested or not shown; [ ] = dose if it differs, or a comment.

SMILES	F-actin modifier	LYP inh 2	ERa SRC1 inh	VCAM1 TNFa inh	PTK2B oligo ant	TNFa cytotox	PTPN22 act	FAK inh	HUVEC tox IL1B
CCCN1CCC(N(C)CCc2ccc(OC)c(OC)c2)CC1	-2.8	-7.2	2.8	12.0	0.36	-13.9	5.2	-3.2	-50.5
CN(C)c1ccc(C(=O)c2ccc(N(C)C)c(N)c2)cc1N	3.7	-2.8	-5.5	-10.9	-0.5	-9.8	5.2	-7.0	0.9
Cc1nnc(SCCN2C(=O)c3ccccc3C2=O)[nH]c1=O	4.1	-8.3	5.1[fluorescence artefact?]	9.9	-0.19	-4.5	12.8	-0.8	-14.3
COc1ccc(C)cc1-n1c(SCC(=O)Nc2cc(C)on2)nc2sc(C)c(C)c2c1=O	2.9	-1.8	8.3	23.3	-2.16	-2.6	-0.8	5.7	-49.5
Cc1csc(SCC(=O)N2CCN(S(=O)(=O)c3ccc(Cl)cc3)CC2)n1	32.0	-1.1	-1.1	-8.2	0.71	-37.2	-1.6	0.3	-73.0
COc1ccc2oc(=O)c(C(=O)NCC3CCCO3)cc2c1 (configuration not stated)	-12.8	-4.1	0.5	-4.0	0.42	-9.8	2.3	0.1	14.9
O=C(Cc1ccc(F)cc1)NCCc1ccc(F)cc1	nt	2.2	1.0	-3.6	0.14	-9.8	-0.6	-3.1	-0.6
Cc1ccnc(NC(=O)CCC2COc3ccccc3O2)c1 (configuration not stated)	8.6	-27.9	-4.3	13.3	0.07	-26.7	27.0	2.4	64.7
Cc1ccc(C(=O)Nc2c(C(=O)N3CCOCC3)cnn2-c2ccccc2)cc1	-21.4	1.7	-7.0	16.0	-0.42	-5.3	2.0	-1.3	-17.6
O=C1NC(c2cc3c(cc2Cl)OCO3)Oc2ccccc21 (configuration not stated)	-2.3	-7.0	-0.9	-2.8	-0.12	-24.7	5.7	1.2	-35.7
CCC(c1nnnn1C(C)(C)CC)N(CCCO)Cc1cc2cccc(C)c2[nH]c1=O (configuration not stated)	16.9	-3.6	4.0	-2.4	-0.41	-32.0	1.1	4.2	9.9
CCSc1nnc(NC(=O)COc2cccc3ccccc23)s1	12.8	0.7	nt	3.1	0.4	-7.3	-2.0	-3.0	-6.6
COc1cccc(C(=O)O/N=C(\N)c2ccc([N+](=O)[O-])cc2)c1OC	-18.4	1.8	nt	-1.7	1.61	18.5	-2.7	1.4	6.1
O=CNCC(=O)NC1CCCCCC1	-1.2	-1.8	-4.0	25.9	-0.13	5.2	-1.3	3.1	8.1
COc1ccc2cc3cc(C(=O)NCCCN4CCOCC4)oc3nc2c1	-21.3	-7.2	-6.7	-23.1	0.16	4.9	7.1	2.5	5.3
CCOc1ccc(S(=O)(=O)Nc2ccc(S(=O)(=O)Nc3cc(OC)ccc3OC)cc2)cc1	-18.1	1.5	-4.8	-10.6	-0.7	1.5	-1.6	-1.8	0.6
CCOC(=O)CNC(=O)CSc1nnc(Cn2cnc3ccccc32)n1C	-9.3	-3.1	-0.7	-5.5	-0.21	-29.0	3.1	-1.5	-20.5
Cc1cc(C)cc(N(CC(=O)N2CCOCC2)S(=O)(=O)c2ccccc2)c1	3.4	-13.9	0.8	0.2	-0.48	6.9	5.7	1.5	-57.1
CCOC(=O)c1c(-c2cccc(C)c2)csc1NC(=O)c1c(-c2ccccc2)noc1C	-4.1	2.9	nt	-3.4	-1.16	-10.6	-0.7	3.2	-10.0
Cn1cc(Cl)c(C(=O)Nc2nc3ccc(Cl)cc3s2)n1	20.6	9.2	nt	4.3	-0.24	-11.3	-6.1	-3.9	11.4
COc1ccc(CNC(=O)c2ccc(NS(=O)(=O)c3c(C)noc3C)cc2)cc1	45.0	-10.2	nt	-9.0	-0.17	-14.1	8.0	-0.8	0.0
COc1ccc(OC)c(C2=NOC(C(=O)Nc3cccc(C(C)=O)c3)C2)c1 (configuration not stated)	46.8	0.3	-10.7	11.7	0.25	-20.6	-2.4	-5.8	-10.8
Cc1csc2nc(CCNS(=O)(=O)c3ccc4c(c3)OCCO4)cn12	-7.0	5.9	53.8*	9.6	nt	17.3	-6.4	-3.0	-13.0
Cc1cnc(NC(=O)CSc2nnc(Cc3ccccc3)o2)s1	15.1	-2.1	-19.7	15.7	-0.41	nt	1.0	-3.0	-26.4

Marked active in ERa SRC1 inh, of those listed so far:
Compound	F-actin modifier	LYP inh 2	ERa SRC1 inh	VCAM1 TNFa inh	PTK2B oligo ant	PTPN22 act	FAK inh
Cc1csc2nc(CCNS(=O)(=O)c3ccc4c(c3)OCCO4)cn12	-7.0	5.9	53.8*	9.6	nt	-6.4	-3.0

(more compounds)
SMILES	F-actin modifier	LYP inh 2	ERa SRC1 inh	VCAM1 TNFa inh	PTK2B oligo ant	TNFa cytotox	PTPN22 act	FAK inh	HUVEC tox IL1B
CCCN(CC1CC1)C(=O)COC(=O)c1[nH]c(C)c(C(=O)OCC)c1C	11.0	3.9	1.8	6.0	0.07	-8.3	-2.8	-1.9	2.2
CC1CC(C)CN(CC(=O)Nc2ccc(S(N)(=O)=O)cc2)C1 (configuration not stated)	9.1	-17.0	0.2	0.1	-0.94	-9.0	16.1	-0.3	-93.3
CCOc1ccc(C(CC(=O)O)NC(=O)COc2ccccc2)cc1 (configuration not stated)	19.9	-14.8	-17.1	21.6	0.55	2.2	15.5	0.9	3.3
COc1ccccc1/C=N/NC(=O)CC(=O)Nc1ccc(Cl)c(Cl)c1	20.2	9.1	nt	9.7	-0.47	-8.5	-6.9	-1.0	-54.0
Cc1ccccc1C(=O)c1cccn1CC(=O)NCc1ccco1	16.9	-11.6	7.7	-1.3	1.15	-15.0	7.9	-7.7	-6.7
COc1ccc(OCCCSc2ncccn2)cc1	-11.1	-7.7	6.7[fluorescence artefact?]	3.8	-1.44	-20.9	5.7	-1.8	-12.0
COC1(OC)C(=N/O)/C(=N\O)CCC1O (configuration not stated)	8.0	-4.0	-14.5	13.4	-0.43	-16.8	3.3	-3.2	11.0
COc1ccc(C(=O)NCC(=O)OCc2cccc(Br)c2)cc1	6.2	-6.1	nt	19.8	0.63	-8.2	10.0	-11.6	-5.2
Cc1ccc(NC(=S)NCC2CCCO2)cc1 (configuration not stated)	11.3	-3.8	0.5	5.9	0.67	-14.3	6.0	-1.8	-0.8
COc1cc2c(cc1OC)CN(CC(=O)Nc1ccc3c(c1)OC(F)(F)O3)CC2	-17.4	-0.7	nt	18.5	-1.81	1.6	0.7	-3.3	20.9
Cn1ncc2c(N3CCOCC3)ncnc21	25.0	-3.0	-3.8	16.8	-1.14	-17.8	1.9	1.4	19.3
O=C(Nc1nccs1)C1CCCN1S(=O)(=O)c1cccc2cccnc12 (configuration not stated)	3.4	-1.6	-1.8	13.6	nt	-47.7	-1.5	-3.5	-3.5
CCOc1ccc(CCNC(=O)CCn2cccc2)cc1OCC	-3.3	-5.8	nt	19.2	-0.28	-22.8	6.4	-1.2	-23.9
CC(C)c1[nH]c(=O)c(C#N)c2c1COC(C)(C)C2	-15.3	-12.2	-1.7	23.6	0.24	-7.4	16.2	-3.3	-14.3
CCCn1nc2cc(C(=O)NCc3ccccc3)ccc2c1OCC	12.6	-1.5	nt	2.8	nt	9.3	4.2	0.0	3.8
NC(=O)C1CCN(CC(=O)Nc2ccccn2)CC1	-3.0	8.8	-8.2	2.8	0.06	-3.7	-9.5	2.6	5.1
CC(Sc1nc(-c2ccccc2)cc(C(F)(F)F)n1)C(=O)N1CCOCC1 (configuration not stated)	12.8	0.7	-11.3	8.4	0.75	-31.0	-0.2	1.9	-0.5
COCCn1nnnc1C(C(C)C)N1CCN(C(=O)c2ccco2)CC1 (configuration not stated)	-17.8	0.8	1.0	-10.4	0.62	2.7	5.6	-3.1	87.7*
Cc1cc(NC(=O)CCOc2ccccc2)no1	-2.8	2.6	-7.5	18.9	0.43	-17.6	-7.6	-1.2	-25.5
COc1ccccc1-c1nnc(SCc2nc3ccccc3[nH]2)n1C	-5.9	-0.4	3.3	4.1	0.6	6.0	2.4	0.2	-8.8
CC(Sc1nnc(NC(=O)c2cc3ccccc3oc2=O)s1)c1ccccc1 (configuration not stated)	-8.0	3.4	4.1	3.6	nt	-1.9	-5.5	1.3	23.8
CCOc1ccc(NC(=O)COC(=O)CCCc2c[nH]c3ccccc23)cc1	-2.7	3.3	6.0	16.3	1.65	4.7	-6.6	0.1	23.2
Cc1ccc(C)c(OCCn2cc(/C=C(\C#N)C(=O)NCc3cccs3)c3ccccc32)c1	0.0	-9.8	nt	12.5	0.44	-23.0	7.5	-0.7	-22.1
COc1ccc(C)cc1S(=O)(=O)Nc1cccc(Cl)c1Cl	0.0	-9.9	-9.6	35.4	-1.47	2.4	9.5	-1.8	6.2
CCCCN(CC)S(=O)(=O)c1ccc(C(=O)Nc2nnc(COC)o2)cc1	3.4	-9.2	-8.3	3.0	-0.79	-12.4	6.8	0.5	-7.5
CCC(C)Nc1ncnc2c1cnn2Cc1ccc(Cl)cc1 (configuration not stated)	8.0	0.1	7.9[fluorescence artefact?]	20.4	nt	-34.8	-3.8	2.4	-16.8
Cc1cc(NC(=O)C2CC(c3ccc(F)cc3)=NO2)n(-c2ccccc2)n1 (configuration not stated)	3.4	-7.1	1.8	8.9	nt	-13.9	6.4	-1.1	-0.3
O=c1c2c3c(sc2nc2sc(C4CC4)nn12)CCCC3	10.3	0.8	11.3	7.2	1.18	-10.1	-4.1	0.0	77.6*
CCOC(=O)C1=C(C)NC(C)=C(C(=O)OCC)C1	-4.6	7.6	-1.9	-3.5	0.29	-10.0	-8.2	1.9	-18.8
O=C(Nc1cccc2c1CCCC2)c1ccncc1	-5.8	0.3	3.5	-13.9	0.03	7.0	1.4	0.9	-35.5
Cc1cccc(NC(=O)C2CCCN(S(=O)(=O)c3cccc4nsnc34)C2)n1 (configuration not stated)	-3.2	-4.6	1.5	16.0	1.32	-4.4	4.0	1.2	8.4
CC(C)CN(C(=O)COC(=O)Cc1n[nH]c(=O)c2ccccc12)C1CCS(=O)(=O)C1 (configuration not stated)	15.7	10.7	-0.4	9.8	0.11	-5.0	-7.6	2.4	-14.2
CC1CCCCC12NC(=O)N(CC(=O)NC(=O)NCc1ccco1)C2=O (configuration not stated)	-4.6	-12.8	nt	2.5	0.55	-5.3	11.2	-0.1	-0.6
CCN(CC)CCNC1=CC(=O)OC12CCCCC2	0.3	6.1	31.0[fluorescence artefact?]	-10.6	0.31	-1.3	-5.7	-1.4	-21.4
CCOC(=O)CCC(=O)N1CCOCCOCCN(C(=O)CCC(=O)OCC)CCOCCOCC1	-12.3	-1.0	-1.1	-3.6	-0.04	-11.0	2.6	0.2	6.8
CSc1ccc(Cl)c(C(=O)OCC(=O)N2CCOCC2)c1	-5.0	-1.8	4.5	13.6	0.79	-25.2	-1.1	1.9	-1.2
COc1ccc2cc(CN(CCc3ccccc3)Cc3nnnn3Cc3ccco3)c(=O)[nH]c2c1	25.6	0.9	-0.7	-3.2	0.31	-56.3	0.2	-2.8	0.5
CCC(=O)Nc1ccc(S(=O)(=O)N2CCc3ccccc3C2)cc1	-11.6	3.4	1.6	11.8	nt	7.5	-4.9	nt	4.3
CC1(C)CC2CC(C)(CN2S(=O)(=O)c2ccc(N)cc2)C1 (configuration not stated)	9.6	8.8	-0.2	4.4	-0.85	-8.5	-5.3	1.4	-12.5

Limited to ERa SRC1 inh, LYP inh 2 and FAK inh, for 5 of the compounds above:
mol	ERa SRC1 inh	LYP inh 2	FAK inh
COc1ccc2cc(CN(CCc3ccccc3)Cc3nnnn3Cc3ccco3)c(=O)[nH]c2c1	-0.7	0.9	-2.8
O=C(Nc1cccc2c1CCCC2)c1ccncc1	3.5	0.3	0.9
CCOC(=O)C1=C(C)NC(C)=C(C(=O)OCC)C1	-1.9	7.6	1.9
CCC(=O)Nc1ccc(S(=O)(=O)N2CCc3ccccc3C2)cc1	1.6	3.4	nt
Cc1cc(NC(=O)C2CC(c3ccc(F)cc3)=NO2)n(-c2ccccc2)n1 (configuration not stated)	1.8	-7.1	-1.1

Screening data: PubChem BioAssay, several laboratories
